From PubChem BioAssay
NCOA2 inhibitor: inhibition of GAL4-SRC2 driven luciferase reporter, primary screen, SRC2 inhibitor project, cell-based, luminescence | Nuclear receptor coactivator 2 (Homo sapiens), Q15596 | HEK293 GAL4-SRC2 luciferase reporter | inhibition, % at 9 µM | 370,000 tested, 0.17% active | AID 651957, 2012;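 active = inhibition above the mean inhibition of all tested compounds plus 3 SD, set per campaign, cut at about 52% in these data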;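 note: 0% = DMSO treated cells and 100% = cells given Gossypol at 36 µM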
TROY NFkB inh: inhibitors of TROY-driven NF-kB signaling, primary screen, Q293 LMP1-TROYcd cells, NF-kB luciferase, uHTS | Q293 LMP1-TROYcd NF-kB luciferase reporter, 4 h | inhibition, % at 10 µM | 360,000 tested, 0.98% active | AID 1347056, 2019;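 active = compounds whose plate-normalised and pattern-corrected inhibition of the luciferase reporter signal at the single screening dose is 50% or more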
Vif imaging: HIV Vif self-association inhibitors, primary screen, imaging, HEK293T, single point; inhibition, % at 7.49 µM; HEK293T cells, Vif self-association by quenched fluorescence, 24 h; AID 602346, 2012; 340,000 tested, 0.35% active; in the data active = inhibition above about 50%, passing the limit was not always enough; inconclusive = no clear call, values can overlap the other calls; inactive = below about 31%; note: some results filed as inactive read as strong as hits
SRC1 inh: SRC1 coactivator transcriptional activity inhibitors, primary screen, cell-based, luminescence; HEK293 GAL4-SRC1 luciferase reporter; inhibition, % at 3.6 µM; 360,000 tested, 0.12% active; Nuclear receptor coactivator 1 (Homo sapiens), Q15788;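 active = inhibition above the campaign mean plus 3 SD, with each screening campaign given its own cutoff, cut at about 60% in these data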;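 note: 0% = DMSO treated cells and 100% = gossypol at 36 µM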
TRAIL sens C8: viability loss with TRAIL in NB7+C8 cells, primary screen, TRAIL sensitizer project, cell-based, ATPlite luminescence. inhibition (viability loss, TRAIL sensitization), % at 10 µM. AID 624354, 2012. 360,000 tested, 1% active;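 active = compounds causing at least 50% loss of cell viability in the single-dose screen, relative to plate controls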
NOD2 RIPK2 PPI: NOD2-RIPK2 binding disruptors in cells, primary screen, fluorescence, CHO cells, BLA complementation. Receptor-interacting serine/threonine-protein kinase 2 (Homo sapiens), O43353. CCF4 ratio. inhibition, % at 4.98 µM. 360,000 tested, 0.38% active. AID 624267, 2012; in the data active = inhibition above about 21%;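 note: 0% = vehicle only and 100% = reference blocker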
Target sequence (O43353 whole entry, looked up): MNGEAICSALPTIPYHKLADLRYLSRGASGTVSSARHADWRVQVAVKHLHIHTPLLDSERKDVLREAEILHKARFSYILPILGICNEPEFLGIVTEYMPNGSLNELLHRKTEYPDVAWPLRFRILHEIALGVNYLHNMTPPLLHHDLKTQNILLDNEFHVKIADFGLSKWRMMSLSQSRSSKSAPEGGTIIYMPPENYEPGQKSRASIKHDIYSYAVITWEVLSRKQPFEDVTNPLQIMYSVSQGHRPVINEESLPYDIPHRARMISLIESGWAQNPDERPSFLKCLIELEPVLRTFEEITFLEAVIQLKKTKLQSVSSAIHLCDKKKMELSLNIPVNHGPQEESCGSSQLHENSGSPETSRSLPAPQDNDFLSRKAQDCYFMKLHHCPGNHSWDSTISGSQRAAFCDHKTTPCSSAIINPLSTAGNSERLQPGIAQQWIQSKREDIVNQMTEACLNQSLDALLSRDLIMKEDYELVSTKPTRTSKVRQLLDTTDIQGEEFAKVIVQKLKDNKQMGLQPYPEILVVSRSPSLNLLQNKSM
SRC3 inh: SRC3 coactivator transcriptional activity inhibitors, primary screen, cell-based, luminescence; HEK293 GAL4-SRC3 luciferase reporter; inhibition, % at 3.6 µM; 360,000 tested, 0.17% active; AID 588352, 2011;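 active = inhibition above a per-campaign cutoff, the mean of all compounds plus 3 SD, cut at about 60% in these data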;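 note: 0% = DMSO-treated cells and 100% = gossypol-treated cells at 36 µM; higher means less SRC3-driven luciferase light from the GAL4 reporter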
NR2F2 inh: NR2F2 transcriptional activity inhibitors, primary screen, cell-based, luciferase reporter, HEK293T, luminescence; COUP transcription factor 2 (Homo sapiens), P24468; HEK293T NGFI-A luciferase reporter; inhibition, % at 8.6 µM; 370,000 tested, 0.7% active;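 active = inhibition above a per-plate cutoff, mean inhibition of test wells between control levels plus 3 SD, cut at about 38% in these data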;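 note: cells cotransfected with COUP-TFII expression vector driving the NGFI-A reporter; 0% = median of COUP-TF2 test wells and 100% = reporter-only cells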
Target sequence (P24468 whole entry, looked up): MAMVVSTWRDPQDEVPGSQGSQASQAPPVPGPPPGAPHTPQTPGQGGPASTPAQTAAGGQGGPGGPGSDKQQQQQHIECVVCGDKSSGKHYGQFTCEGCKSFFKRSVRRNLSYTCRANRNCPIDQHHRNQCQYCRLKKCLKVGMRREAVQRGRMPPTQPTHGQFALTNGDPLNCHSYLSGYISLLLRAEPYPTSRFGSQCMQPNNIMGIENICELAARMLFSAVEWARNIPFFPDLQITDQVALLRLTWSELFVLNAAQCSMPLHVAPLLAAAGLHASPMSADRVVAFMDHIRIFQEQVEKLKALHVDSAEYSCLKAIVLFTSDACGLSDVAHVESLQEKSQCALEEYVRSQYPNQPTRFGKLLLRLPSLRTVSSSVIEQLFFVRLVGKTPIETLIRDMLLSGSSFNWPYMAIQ
LRH-1 inv ag: LRH-1 (NR5A2) inverse agonists, primary screen, cell-based, luminescence, HEK293T, StAR-luciferase reporter; inhibition, % at 3.6 µM; 360,000 tested, 0.13% active; Nuclear receptor subfamily 5 group A member 2 (Homo sapiens), O00482; LRH-1 transfected, 24 h;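 active = inhibition above the mean inhibition of all tested compounds plus 3 SD, cut at about 73% in these data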;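 note: 0% = DMSO wells and 100% = reporter-only cells lacking LRH-1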
EBV LMP1 NFkB: EBV LMP1-driven NF-kappaB luciferase reporter inhibitors, primary screen, cell-based, luminescence, single point | 350,000 tested, 0.69% active | AID 504558, 2011 | inhibition, % at 12.5 µM | LMP1-induced NF-kappaB luciferase reporter cells; in the data active = inhibition above about 41%; inconclusive = no clear call, values can overlap the other calls;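 note: 0% = neutral control wells and 100% = reference inhibitor control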
TLR9-MyD88 block: inhibitors of TLR9-MyD88 association in cells, primary screen, cell-based, CHO, BLA complementation, fluorescence; Toll-like receptor 9 (Homo sapiens) + Myeloid differentiation primary response protein …; CCF4 FRET ratio; inhibition, % at 4.98 µM; 340,000 tested, 0.21% active;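 active = inhibition above the mean over all tested compounds plus 3 SD, cut at about 21% in these data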;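 note: 0% = DMSO only wells and 100% = clavulanate BLA inhibitor control wells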
Numbers without * were called inactive; ? = inconclusive; . = not tested or not shown. This is a subset; the hit share may differ from the screen's.

SMILES	NCOA2 inhibitor	TROY NFkB inh	Vif imaging	SRC1 inh	TRAIL sens C8	NOD2 RIPK2 PPI	SRC3 inh	NR2F2 inh	LRH-1 inv ag	EBV LMP1 NFkB	TLR9-MyD88 block
CCOC(=O)C1(CC2CCCCO2)CCN(C2CCSCC2)CC1 (stereo not drawn)	-6.5	6.1	.	-6.8	10.1	-20.4	-6.4	0.4	9.3	10.0	0.4
O=C(CN1CCCC1)Nc1ccc([N+](=O)[O-])cc1Cl	4.9	-22.2	-8.1	4.8	-3.3	-2.0	4.2	-2.1	-4.1	-6.0	-2.0
Cc1sc2nc(CN3CCOCC3)nc(Cl)c2c1C	-6.5	20.1	-2.4	1.9	-13.0	1.0	9.4	-0.3	5.4	-1.1	0.7
COc1ccc(N2CCN(S(=O)(=O)c3cc4c(cc3C)NC(=O)CO4)CC2)cc1	-3.2	-6.0	0.3	-20.2	1.7	-6.6	-25.7	2.4	8.4	1.8	0.2
Nc1nc(N2C(=O)C3CC=CCC3C2=O)nn1-c1ccccc1 (stereo not drawn)	2.5	-2.5	1.9	9.4	5.5	-12.1	8.7	-7.8	1.9	6.5	-7.0
COc1ccccc1NC(=O)C1=C(C)Nc2nnnn2C1c1cccc(C)c1 (stereo not drawn)	6.7	-15.2	.	9.5	-3.3	0.9	7.8	-2.0	16.1	7.0	-6.8
O=C(c1ccco1)N1CCN(C2c3ccccc3-c3ccccc32)CC1	5.5	25.2	-6.7	-16.4	2.1	14.3	5.0	13.8	-7.3	8.4	-7.6
CCCCc1nc(NCc2ccccc2)c(C#N)c2c1COC(C)(C)C2	0.5	-0.9	?	-15.6	-13.9	-0.5	8.1	6.5	18.2	8.7	-8.3
Oc1ccccc1-c1nc(NCc2ccccc2)c2ccccc2n1	-18.1	12.6	-2.9	1.9	1.5	4.7	-2.6	11.0	10.0	-16.5	6.0
O=C(OCC1CC(c2ccccc2Cl)=NO1)c1ccc(Br)cc1 (stereo not drawn)	-5.8	-16.6	5.1	-8.2	26.1	12.1	2.4	-2.9	1.9	-1.4	0.9
Cc1cc(C(=O)N2CCc3ccccc32)c2cc(F)ccc2n1	-17.7	-39.4	5.1	-5.4	-1.9	-1.7	-32.5	-24.3	-19.0	-6.3	4.0
O=c1ccc(/C=C/c2ccccc2)nn1Cc1ccc(F)cc1	3.4	14.3	10.6	-27.9	-3.7	-0.3	-3.0	-2.5	-10.3	1.7	-4.3
O=C(N/N=C/c1cc(Cl)cc([N+](=O)[O-])c1O)c1ccc2c(c1)OCO2	-26.8	-23.0	-2.9	6.9	24.2	-9.8	16.9	18.1	2.7	12.6	9.1
CN(C)C(=O)C1=NOC2(C1)C(=O)Nc1ccccc12 (stereo not drawn)	4.3	-10.9	.	.	-4.5	-3.0	.	-5.6	-4.1	.	.
CC(C)N(C(=O)[C@H]1C[C@H](CC(=O)NCCCN(C)C)C(=O)N2CCc3c([nH]c4ccc(Cl)cc34)[C@]12C)C(C)C	-30.1	-0.9	10.2	-7.9	9.2	-10.5	-3.0	10.2	-7.1	6.1	3.6
CCOc1ccc(C(=O)c2ccc(OCC)c(N)c2)cc1N	-60.4	-55.9	2.4	-39.2	-0.2	4.8	-33.5	-26.8	-39.6	-3.9	-15.8
COc1ccc(-c2nc(CS(=O)CC(=O)NCCN3CCCCCC3)c(C)o2)cc1OC (stereo not drawn)	-23.6	12.6	-0.2	5.3	21.5	-2.7	5.8	-8.0	13.7	0.7	6.0
CCN1CCN(c2nc(Nc3ccc(NC(C)=O)cc3)nc(Nc3ccc(NC(C)=O)cc3)n2)CC1	-10.6	63.4*	6.3	-2.3	0.3	-1.4	15.9	4.7	-1.2	4.0	0.8
CCCCCCCCC(=O)N/N=C(\C)c1ccco1	-5.4	8.2	6.2	-22.2	-18.4	-14.5	6.5	-2.2	7.8	-3.6	-4.4
Cc1ccc(CNC(=O)CS(=O)CC(=O)O)cc1 (stereo not drawn)	3.8	10.1	-9.9	-8.6	-5.7	0.2	-3.9	-5.0	-19.9	-3.1	9.0
Cc1nc(-c2ccccc2)sc1C1(C)CC(c2ccccc2F)=NO1 (stereo not drawn)	-24.9	-56.5	9.3	-6.8	7.2	-4.4	-30.2	-9.8	-12.0	-7.4	-24.6
O=C(c1cc([N+](=O)[O-])ccc1Cl)N1CCN(c2ccc(F)cc2)CC1	18.9	-4.9	4.9	8.9	-12.0	2.6	6.1	-2.7	4.8	4.2	-6.1
Cn1c(=O)c2cc(NC(=O)NCc3ccccc3)ccc2n1Cc1cccc(C(F)(F)F)c1	-14.7	-18.5	-10.1	-9.3	0.8	-14.8	-15.5	7.5	-17.2	.	.
Cc1c(NC(=O)c2cccc(NC(=O)Cc3c(F)cccc3Cl)c2)c(=O)n(-c2ccccc2)n1C	1.4	7.9	-3.4	-1.0	16.0	-6.6	10.1	2.4	10.9	1.1	-1.4
O=C(Nc1cccnc1Cl)c1cc(-c2ccc(O)cc2)on1	-27.2	-40.9	3.2	-70.3	13.5	-6.9	-9.5	-7.8	-22.4	-4.1	1.7
CCC(C(=O)Nc1c[nH]c(=O)[nH]c1=O)c1ccccc1 (stereo not drawn)	9.8	24.7	1.7	-6.9	-11.1	-8.1	-15.9	6.3	13.1	-2.0	-5.8
CC1(C)Cc2c(cnn2-c2cccc(F)c2)C(NC(=O)CCN2CCCC2=O)C1 (stereo not drawn)	-4.5	-3.6	-4.5	-6.7	2.1	1.0	3.6	-4.8	11.8	-6.2	-18.4
CCc1ccc(CN2CCC(n3nccc3NC(=O)c3ccccc3OC)CC2)o1	-2.3	-17.0	22.7	-1.8	-22.4	-3.0	-13.3	2.7	10.0	8.8	3.0
CC1CCN(C(=O)COc2ccccc2F)CC1	-26.4	0.5	-1.0	-15.2	3.6	0.9	-12.5	-1.6	0.8	0.3	-1.0
CN(C)S(=O)(=O)c1cccc(NC(=O)c2cccc(NS(=O)(=O)c3ccccc3)c2)c1	7.4	23.0	?	22.0	5.0	-1.2	11.2	12.6	-7.3	16.2	-0.9
O=C(C[C@H]1C[C@H]2c3cc(NC(=O)CC4CC4)ccc3O[C@H]2[C@H](CO)O1)NCc1ccccc1F	9.7	-8.3	-10.9	6.0	-5.5	-2.1	-12.4	16.4	-10.8	6.4	-8.6
CCN(CC)C(=O)c1sc(NC(=O)c2ccncc2)c(C(=O)OC)c1C	-1.9	0.9	3.1	0.4	9.2	-5.4	1.2	10.5	6.5	1.5	-3.2
O=C(CC(=O)N/N=C\c1ccccc1[N+](=O)[O-])NCCc1ccccc1	1.3	11.5	-6.1	11.6	13.1	-7.2	0.0	-5.7	3.0	2.2	-1.5
C[C@H](CO)N1C[C@H](C)[C@H](CN(C)C(=O)c2ccc3ccn(C)c3c2)OCc2cnnn2CCCC1=O	-15.8	3.1	0.3	-10.3	-1.7	7.9	-0.8	-0.6	2.3	-8.0	0.8
CN(Cc1ccccc1)c1ccc(C(CC(N)=O)NC(=O)c2ccccc2)cc1[N+](=O)[O-] (stereo not drawn)	1.4	14.2	9.7	-8.7	8.2	-11.6	-5.5	3.6	-0.7	5.0	-5.2
O=C(c1ccc(Cn2c(=O)[nH]c3ccccc3c2=O)cc1)N1CCN(c2ccc(Cl)cc2)CC1	-4.5	31.0	.	9.8	10.0	-8.4	6.6	10.1	7.5	13.4	-2.2
COc1cc(-c2nnc(-c3ccncc3)o2)ccc1OCc1ccccc1	-47.0	21.2	-8.8	-31.4	15.7	-5.0	-1.6	24.9	-10.8	5.2	-0.8
O=C(Nc1cccc(Br)c1)c1ccc(CN2CCc3ccccc3C2)cc1	22.2	-22.8	-0.5	9.6	22.5	-4.0	0.0	53.0*	30.4	6.2	1.4
COc1ccc(-c2oc3ccccc3c2C(=O)Oc2ccccc2)cc1	-25.3	-22.9	-1.0	-12.0	-17.8	7.1	1.4	-6.0	1.9	-16.3	7.9
Cc1ccc(S(=O)(=O)NNC(=O)c2ccc(F)cc2)cc1	3.0	9.6	0.3	17.9	0.2	-13.9	-2.8	-14.2	8.4	3.0	2.3
COc1ccc(S(=O)(=O)N2CCOCC2)cc1NC(=O)COc1ccc(C)cc1	-19.4	-5.1	-5.2	-7.9	-4.9	12.9	-4.0	14.0	12.2	2.3	-4.0
CCn1c(=O)[nH]c2cc(C(=O)Nc3cc(C)cc(C)c3)ccc2c1=O	-18.5	11.0	-3.6	6.1	-0.7	-4.4	-1.8	13.5	-3.6	13.9	-2.8
CC(Sc1nc(N(C)C)nc(N2CCOCC2)n1)C(=O)Nc1ccccc1 (stereo not drawn)	4.4	9.1	.	5.7	-1.6	3.3	9.1	8.2	-11.7	-11.2	-1.1
COc1ccc(Cl)c(-c2cc(C(=O)NCc3ccc(C(F)(F)F)cc3)[nH]n2)c1	-7.3	20.2	2.3	3.4	-5.8	4.6	-9.0	-1.9	-18.6	.	.
Cc1ccc(S(=O)(=O)N2CCOCC2)cc1C(=O)Nc1ccc(C(N)=O)cc1	19.1	12.8	14.7	8.4	-17.6	-4.8	14.8	10.5	0.8	10.3	-0.6

Retrieved one by one from above:
SMILES	NCOA2 inhibitor	TROY NFkB inh	Vif imaging	SRC1 inh	TRAIL sens C8	NOD2 RIPK2 PPI	SRC3 inh	NR2F2 inh	LRH-1 inv ag	EBV LMP1 NFkB	TLR9-MyD88 block
COc1ccc(-c2oc3ccccc3c2C(=O)Oc2ccccc2)cc1	-25.3	-22.9	-1.0	-12.0	-17.8	7.1	1.4	-6.0	1.9	-16.3	7.9
Cc1ccc(S(=O)(=O)NNC(=O)c2ccc(F)cc2)cc1	3.0	9.6	0.3	17.9	0.2	-13.9	-2.8	-14.2	8.4	3.0	2.3
COc1ccc(S(=O)(=O)N2CCOCC2)cc1NC(=O)COc1ccc(C)cc1	-19.4	-5.1	-5.2	-7.9	-4.9	12.9	-4.0	14.0	12.2	2.3	-4.0
Cc1ccc(S(=O)(=O)N2CCOCC2)cc1C(=O)Nc1ccc(C(N)=O)cc1	19.1	12.8	14.7	8.4	-17.6	-4.8	14.8	10.5	0.8	10.3	-0.6
